IL-2 act – IL-2 activation; IL-2 activation reporter assay, cell-based qHTS; stimulated with anti-CD3/CD4/CD28 beads; in transgenic mouse T cells; activation, % (series mostly up to about 46 µM); hit rate 0.065% among 360,000; in the data active = activation above about 50%; inconclusive = mostly about 30% to 49%; also: 0% is about no effect
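Quantitative HTS in unstimulated transgenic mouse T cells, with memory T cells as non-tolerant control and PMA/ionomycin as tolerance-bypass control. Compound pretreatment lasted 60 minutes before 18 h bead stimulation; EGFP/DsRed fluorescence read.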
PI5P4Ka inh – inhibitors of human PI5P4K alpha; hit rate 1.2% among 330,000; PI5P4Kalpha enzyme, ADP-Glo luminescence, 60 min; stronger effect = lower value; P48426; AID 652105; max response, %; active = max response of -50% or lower; inconclusive = between -30% and -50%; inactive = -30% or higher; also: value at the top dose of about 77 µM; % is scaled to controls: 0 for no effect and ±100 for the full control effect
Target sequence (P48426 whole entry, looked up): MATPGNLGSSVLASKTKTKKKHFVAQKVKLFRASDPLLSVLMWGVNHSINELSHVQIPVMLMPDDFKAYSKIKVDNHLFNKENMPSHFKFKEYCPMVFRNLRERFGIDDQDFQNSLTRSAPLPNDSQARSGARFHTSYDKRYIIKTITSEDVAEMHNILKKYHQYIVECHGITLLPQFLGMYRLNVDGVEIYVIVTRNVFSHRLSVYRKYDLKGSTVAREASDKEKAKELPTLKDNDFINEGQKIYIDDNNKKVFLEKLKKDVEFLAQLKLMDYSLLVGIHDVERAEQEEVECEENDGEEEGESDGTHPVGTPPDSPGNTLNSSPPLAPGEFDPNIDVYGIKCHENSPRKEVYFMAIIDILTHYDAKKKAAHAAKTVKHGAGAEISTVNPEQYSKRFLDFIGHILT
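Single end-point luminescence (ADP-Glo) quantified ADP from PI5P4Kalpha turnover; ATP 5 microM final, 1 h at RT, 0.1% CHAPS and 0.28 mM EGTA in HEPES pH 7.4.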
EPAC1 ag – agonists of human EPAC1 | EPAC1 agonist qHTS, biochemical assay; response scale: 100% = response to 6.5 mM cAMP | hit rate 0.073% among 360,000 | Potency, µM (titrated, usually from 154 µM), without a hit: at the top dose activation, actives largely listed as activators | AID 720707; also: potency is read from the fitted curve at half-maximal effect; nearly all actives have a fitted effect of over 60% in size
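Read-out is the fluorescence drop as BODIPY-GDP leaves Rap1B (480 nm excitation, 540 nm emission), recorded every 5 minutes over 30 minutes. Reactions held 100 nM EPAC1, 250 nM Rap1B–BODIPY-GDP and 50 uM GDP, with 6.5 mM cAMP setting full activation.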
FUS yeast rescue – rescues growth of FUS-expressing yeast; Potency, µM (highest dose often 76.6 µM), for inactives: top-dose growth rescue (activation), actives largely listed as activators; hit rate 0.24% among 390,000; S. cerevisiae FUS-expressing, growth rescue, OD600, 24 h; AID 1347120;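 also: potency is read from the fitted curve at half-maximal effect; plate controls were DMSO vehicle for no effect and reference control for full effect; nearly all actives have a fitted effect of over 55% in size; some results filed as inactive show a strong effect at the top dose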
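Steps: raffinose overnight preculture; dilution to OD 0.005 in 2% galactose minimal medium; compound addition (concentration series); 24hr at 30C, 99% humidity; absorbance read at 600 nm.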
WRN helicase inh – inhibitors of human WRN helicase. Q14191. WRN helicase unwinding, fluorescent forked duplex, kinetic. Potency, µM (highest dose often 114 µM), inactives show top-dose activity change, negative = inhibition, usual class: inhibitors. hit rate 0.46% among 360,000. AID 651768; also: potency is read from the fitted curve at half-maximal effect; % is scaled to controls: 0 for no effect and ±100 for the full control effect; nearly all actives have a fitted effect of over 55% in size
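WRN at 20 nM final preincubated with compound 15 min at room temperature; reaction started with 100 nM fluorophore/quencher forked duplex oligonucleotide and 2 mM ATP final. Unwinding followed kinetically by red fluorescence (ex 525, em 598 nm).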
Abeta rescue – restores growth of yeast expressing A-beta42 peptide. hit rate 0.063% among 410,000. Potency, µM (highest dose often 46.1 µM), inactives show top-dose growth rescue, hits mostly activators. yeast expressing A-beta42, growth rescue, OD600, 48 h; response scale: 0% DMSO, 100% iron-clioquinol control. AID 1347071; also: potency is read from the fitted curve at half-maximal effect; nearly all actives have a fitted effect of over 55% in size
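Yeast growth medium received pinned compounds, then yeast cells expressing toxic A-beta were added; plates incubated at 30 C for 48 hr. Growth read as absorbance at 600 nm, normalized to DMSO and equimolar FeCl3 plus clioquinol controls.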
PLK1 PBD block – inhibitors of human PLK1 polo-box domain binding; AID 720504; P53350; hit rate 2.8% among 360,000; Potency, µM, for the others: max response, negative = inhibition, most hits filed as inhibitors; Plk1 PBD binding of FITC phosphopeptide, fluorescence polarization; also: potency is read from the fitted curve at half-maximal effect; series mostly up to about 57 µM; % is scaled to controls: 0 for no effect and ±100 for the full control effect; nearly all actives have a fitted effect of over 65% in size
Target sequence (P53350 whole entry, looked up, the tested form may be a part): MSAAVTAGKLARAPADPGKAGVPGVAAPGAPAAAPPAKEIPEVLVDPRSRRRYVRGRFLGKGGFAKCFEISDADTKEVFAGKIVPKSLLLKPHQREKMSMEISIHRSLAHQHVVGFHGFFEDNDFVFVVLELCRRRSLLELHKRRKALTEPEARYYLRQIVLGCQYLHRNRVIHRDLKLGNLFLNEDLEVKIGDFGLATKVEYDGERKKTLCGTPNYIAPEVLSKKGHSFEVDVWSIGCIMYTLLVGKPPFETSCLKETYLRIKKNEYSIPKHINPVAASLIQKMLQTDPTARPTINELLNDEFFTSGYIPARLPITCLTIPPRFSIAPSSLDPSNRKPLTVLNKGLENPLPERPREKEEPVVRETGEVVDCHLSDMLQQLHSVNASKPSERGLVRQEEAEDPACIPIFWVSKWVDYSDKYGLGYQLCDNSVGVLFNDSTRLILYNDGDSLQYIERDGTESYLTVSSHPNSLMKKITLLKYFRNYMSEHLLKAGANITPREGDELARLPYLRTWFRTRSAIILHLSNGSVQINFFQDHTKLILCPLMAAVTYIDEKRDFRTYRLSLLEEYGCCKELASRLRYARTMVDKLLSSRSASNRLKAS
EPAC1 antag – antagonists of human EPAC1. O95398. EPAC1 GEF assay, Rap1b-BODIPY-GDP exchange fluorescence. Potency, µM (highest dose often 115 µM), inactives show top-dose activity change, negative = inhibition, usual class: inhibitors. hit rate 0.14% among 360,000. AID 720709;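 also: potency is read from the fitted curve at half-maximal effect; plate controls were vehicle for no effect and positive control for full effect; nearly all actives have a fitted effect of over 50% in size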
Numbers without * were called inactive; ? = inconclusive; · = no result given; [ ] = remark or other dose. Unless noted, calls follow the shape of the dose curve; as a rule, active = well fitted curve in the direction sought with a large enough effect; inconclusive = small, poorly fitted or top-dose-only effect, or another doubt; inactive = no such curve, though single readings can be large; an effect the other way counts as inactive or inconclusive.

Every second line gives: IL-2 act	PI5P4Ka inh	EPAC1 ag	FUS yeast rescue	WRN helicase inh	Abeta rescue	PLK1 PBD block	EPAC1 antag
(1) C=C1C(=O)c2sccc2C(c2ccc(OC)c(OC)c2)C1COC(C)=O (centres undefined)
  -4.3	5	-7%	·	?	-35%[inhibitor]	27µM*	?
(2) Nc1nc(Br)c2ccccc2c1-c1ccc(F)cc1
  -0.4	·	12%	12%	14%	-13%	-5%	5%
(3) COC(=O)c1c(-c2ccc(C)cc2)csc1NC(=S)NC(=O)c1ccc(F)cc1
  -2.5	10	9%	1%	-8%	-12%	-9%	6%
(4) CCOc1cc(S(=O)(=O)Nc2ccccc2CC)ccc1Cl
  -2.3	·	25%	18%	-13%	-3%	-8%	-22%
(5) FC(F)(F)c1cc(NCc2cccs2)n2ncnc2n1
  -2.9	·	-2%	-14%	2%	6%	-4%	11%
(6) CCOC(=O)Nc1ccc2c(CN3C(=O)NC4(CCCC4)C3=O)cc(=O)oc2c1
  -0.7	?	-3%	35%	-15%	-4%	-7%	-11%
(7) CC1(C(=O)NS(=O)(=O)c2ccc(Cl)cc2)CCN1C(=O)C/C=C/c1ccccc1 (centres undefined)
  0.3	-1	3%	-3%	-13%	9%	-7%	-15%
(8) C=C(Br)Cn1cnc2ccccc21
  0.0	-8	5%	-4%	-1%	-12%	-11%	-2%
(9) CCc1noc(C)c1C(=O)OCC(=O)c1ccccc1OC
  -4.1	5	7%	-6%	1%	9%	-3%	-4%
(10) Cc1ccnc(NC(=O)C2CC(=O)N(Cc3ccccc3)C2)c1 (centres undefined)
  -1.3	2	6%	-11%	-1%	5%	-7%	-1%
(11) Cn1cc(CCC(=O)N2CCCC(CCC(=O)NCc3ccccc3F)C2)cn1 (centres undefined)
  0.2	7	-5%	-7%	0%	22%	-2%	-22%
(12) CCOc1ccc(-n2c(=S)sc3c(=O)n(-c4ccccc4)c(SCC(=O)O)nc32)cc1
  8.5	-18	0%	14%	-2%[57.1 µM]	9%	-25%	-27%
(13) COC(=O)c1c(C)[nH]c(C(=O)OCC(=O)NCC(C)C)c1C
  1.5	4	-10%	6%	4%	0%	-5%	1%
(14) CCCN(CC1CC1)c1cc2c(c3c1ccn3C)C1CCC2O1 (centres undefined)
  -1.0	1	4%	0%	-9%	1%	-11%	-17%
(15) CC(C)C1C(=O)N(Cc2cn(Cc3ccco3)nn2)CCS(=O)(=O)N1Cc1ccc(-c2ccncc2)cc1 (centres undefined)
  4.5	-7	0%	31%	4%	-3%	-2%	10%
(16) C/C(=N\NC(=O)C(C)Sc1ccccc1)c1ccc([N+](=O)[O-])cc1 (centres undefined)
  -1.2	3	-7%	-17%	-6%	0%	-10%	-18%
(17) O=C(Nc1ccccc1)NN1CC(=O)N(c2ccc(Cl)cc2)CC1=O
  -0.8	7	8%	-20%	-21%	-5%	-2%	3%
(18) CCCCCC(=O)Nc1cccc(C2=NOC3(C2)C[C@H](C(N)=O)N(C(=O)c2ccccc2C(=O)c2ccccc2)C3)c1 (some centres undefined)
  -0.4	8	-3%	?	-9%	-9%	-1%	-15%
(19) Cc1nc(-c2cccc(NC(=O)c3cccs3)c2)cs1
  0.8	1	20%	65%	-8%	-11%	-6%	-21%
(20) CCOC(=O)C(CCSC)Nc1nc(Cl)nc(Nc2ccc(Cl)cc2)n1 (centres undefined)
  -0.5	-13	-3%	34%	-8%	-8%	-4%	-12%
(21) Cc1cc(C)c(S(=O)(=O)c2ccccc2)c(N2CCOCC2)n1
  -0.3	0	2%	28%	-1%	-18%	-3%	-2%
(22) O=C(CCC(=O)N1CCN(Cc2ccc(F)cc2)CC1)Nc1nnc(C2CCCCC2)s1
  -1.0	-1	15%	7%	-2%	-3%	-20%	2%
(23) Cc1cccn2c(=O)c3cc(C(=O)N4COCC4(C)C)sc3nc12
  -0.1	0	14%	-36%	7%	4%	-6%	0%
(24) CCCCNC(=O)/C(C#N)=C/c1ccc(C(=O)OC)cc1
  -0.4	1	11%	24%	-35%	-10%	-17%	-19%
(25) O=[N+]([O-])c1cc(C(F)(F)F)ccc1N1CCN(S(=O)(=O)c2ccc3ccccc3c2)CC1
  -2.5	3	3%	-15%	-28%[57.1 µM]	27%	-4%	-7%
(26) CC(C)(C)c1cc(NC(=O)COC(=O)c2ccccc2)n(-c2ccccc2)n1
  1.2	-2	-1%	10%	-4%	10%	-5%	-12%
(27) CC(=O)Nc1ccc(S(=O)(=O)NCc2nc(-c3ccccc3C)no2)cc1
  0.1	-3	10%	11%	12%	6%	-14%	7%
(28) C=CCOC(=O)C1=C[C@H](c2csc3ccccc23)C[C@H](OCc2ccc(CO)cc2)O1
  0.0	-11	5%	41%	-10%	-1%	-11%	-16%
(29) N#C/C(=C\c1ccc(O)c(O)c1)C(=O)NCCc1ccccc1
  0.7	1	-23%	-32%	7%	-13%	-6%	6%
(30) Cc1ccc2[nH]c3c(=O)[nH]ncc3c2c1
  -1.8	6	-14%	21%	-9%	-2%	?	-4%
(31) CCCN(Cc1nnc(-c2ccccc2Cl)o1)C(=O)c1cccc(S(=O)(=O)N2CCOCC2)c1
  -2.4	1	7%	7%	4%	17%	-8%	16%
(32) O=C(Cc1ccc(-c2ccccc2)cc1)NCc1cccnc1
  -2.7	-8	-2%	6%	3%	-8%	-1%	25%
(33) CCCCCCC(C)n1[nH]c(=O)cc1N (centres undefined)
  -1.1	1	-2%	46%	8%	8%	-18%	?
(34) O=C(CSc1nc2ccccc2c(=O)n1CCCO)Nc1ccc2c(c1)OCCO2
  0.1	-3	2%	21%	-35%	-3%	-9%	-20%
(35) O=C1CSC(c2ccccn2)N1c1ccc(C(F)(F)F)cc1 (centres undefined)
  -1.7	-1	-13%	-13%	1%	6%	3%	-10%
(36) CN(C(=O)c1ccc(NC(=O)c2ccco2)cc1)c1ccccc1
  -3.7	0	9%	2%	0%	-41%[inhibitor]	-10%	6%
(37) CC(=O)N1CC2(CC(=O)OC(C)C)CN(C(C)=O)CC(CC(=O)OC(C)C)(C1)C2=O
  -0.1	4	-6%	6%	1%	5%	0%	-5%
(38) CCC(c1nnnn1-c1c(C)cccc1C)N1CCN(c2cccc(C(F)(F)F)n2)CC1 (centres undefined)
  0.1	-2	2%	19%	3%	-6%	-13%	-1%
(39) CCOC(=O)[C@H]1[C@H]2COc3ccc(Cl)cc3[C@@H]2N2C(=O)CN(Cc3ccc(Cl)cc3)C(=O)[C@@]12C
  -2.5	14	4%	-17%	-12%	0%	4%	-6%
(40) COc1ccc2[nH]c3c(c2c1)CCN1C(=O)C(CC(=O)NCCc2ccccn2)C[C@H](C(=O)N2CCCCC2)[C@@]31C (some centres undefined)
  -0.1	2	2%	12%	-1%	-3%	-9%	-1%
(41) CCSc1nc2c(c(=O)[nH]1)C(c1ccncc1)C(C(=O)OC)=C(C)N2 (centres undefined)
  -1.3	0	0%	-13%	3%	10%	2%	6%
(42) CCN(C(=O)c1ccc(Cl)c(S(=O)(=O)Nc2c(C)n(C)n(-c3ccccc3)c2=O)c1)c1ccccc1
  0.1	3	7%	10%	4%	0%	-8%	-2%
(43) NC(=O)c1ccc[n+](Cc2cccc3ccccc23)c1
  -3.0	4	-4%	-5%	5%	-15%	-2%	-11%
(44) C[C@H](CO)N1C[C@H](C)[C@@H](CN(C)C(=O)Nc2ccccc2)Oc2c(NS(=O)(=O)c3cn(C)cn3)cccc2C1=O
  -0.8	0	0%	6%	2%	-16%	?	-7%
(45) O=C(c1ccc(S(=O)(=O)N2CCC(c3nc4ccccc4s3)CC2)cc1)N1CCCCC1
  -1.1	·	5%	-5%	-7%	12%	-3%	10%
(46) Cc1cc2c(cc(C(=O)O)n2C)s1
  -0.2	1	3%	17%	-5%	-69%[inhibitor]	2%	2%
(47) CCCCNC(=O)C1CC(c2cccc([N+](=O)[O-])c2)=NO1 (centres undefined)
  0.3	-1	-12%	-12%	-4%	-7%	-4%	-13%
(48) O=C(Oc1ccc(F)c(F)c1)c1ccc2c(=O)n3c(nc2c1)CCC3
  8.5	-14	3%	-5%	-2%	-25%	0%	2%
(49) Cc1nc2c(C(F)(F)F)cccc2c2c1CCS2
  -0.6	11	2%	15%	-13%	-10%	-14%	?
(50) CCc1ccc(CCC(=O)Nc2ncc(Cc3ccccc3Cl)s2)o1
  -2.1	-14	0%	6%	-28%[57.1 µM]	-4%	-14%	-12%
(51) O=C(Nc1ccn(CCCNCCN2CCOCC2)c(=O)n1)OCc1ccccc1
  -0.7	-1	-2%	-8%	-2%	-5%	-13%	2%
(52) CN1CCN(CCCNC(=O)c2ccc3c(=O)n(CCc4ccccc4)c(=O)[nH]c3c2)CC1
  -2.2	-9	-8%	-8%	-2%	-17%	-11%	10%
(53) CCCC#Cc1cnc2c(c1)C(=O)N([C@H](C)CO)C[C@H](C)[C@@H](CN(C)C(=O)CCN1CCCCC1)O2
  -3.0	-2	7%	22%	-2%	7%	-23%	6%
(54) COCC(=O)N1CCC(n2nnc3cc(F)ccc32)CC1
  -1.7	·	13%	38%	4%	14%	-2%	-7%
(55) O=C(Nc1ccc(F)cc1)c1cccc2ccccc12
  0.9	5	-4%	-18%	-3%	-2%	3%	-4%
(56) COc1ccc(C(=O)OCC(=O)N(C)C2CCS(=O)(=O)C2)cc1Br (centres undefined)
  -0.3	0	6%	-18%	-2%	1%	-4%	4%
(57) COc1cc(C(Nc2ccc3c(c2)OCO3)C(=O)NC2CCCCC2)cc(OC)c1OC (centres undefined)
  -0.4	-10	12%	18µM*	1%	0%	-13%	-15%
(58) COc1ccccc1C(=O)NCCC(=O)Nc1ccc(C)cn1
  -1.6	-4	0%	-24%	2%	1%	-13%	-10%
(59) CC(C)C(C(=O)Nc1ccncc1)c1ccc(Cl)cc1 (centres undefined)
  -3.6	3	2%	15%	-2%	11%	-17%	-19%
(60) CCCn1c(N)c(N(CCOC)C(=O)CSc2ccccc2)c(=O)[nH]c1=O
  0.0	-7	5%	-17%	10%	4%	-20%	4%

Random draw from the library; 4.1% or so of the library scored in one or more.
